# PMI act hi M6P – PMI (human) activation, high substrate | P34949 | coupled PMI enzyme assay, resazurin fluorescence, 20 min; active compounds read high; 1 = untreated enzyme, 0 = substrate-free blank | activation factor at 20 µM | 190,000 compounds, 0.34% hits | AID 1216;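 active = activation factor of 2 or more at 20 µM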
#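 Test system: human PMI in coupled enzyme assay; Input: PMI at 15 ng/mL final; Medium: HEPES buffer, pH 7.4; Schedule: 20 min incubation at room temperature; Technique: resorufin fluorescence at Ex 544/Em 590 nm; Compound: 20 µM single dose; Probe or stimulus: Near-saturating mannose-6-phosphate, 1.0 mM.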
# RAM inhibit – blocks the yeast RAM network; S. cerevisiae dse1pr::URA3 reporter, 5-FOA growth OD615, 2 d; analog-sensitive cbk1-as2 kinase mutant strain; inhibition, % at 50 µM; 190,000 compounds, 1.8% hits; AID 868;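 active = inhibition above a set limit, 3 SD over mean compound inhibition, cut at about 8.4% in these data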;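 note: 0% = DMSO-only wells with no growth and 100% = 10 µM 1-NA-PP1 full growth; inhibition rescues growth on 5-FOA so higher OD means more RAM inhibition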
# G6PDH counter – counter-screen for G6PDH assay hits: L. mesenteroides G6PDH inhibition | inhibition, % at 5 µM | Purified L. mesenteroides G6PDH, diaphorase/resazurin coupled fluorescence, 45 min | 200,000 compounds, 0.12% hits
# Hsp70 act – switches on Hsp70 transcription | AID 1203 | HeLa Hsp70 promoter luciferase reporter, luminescence; scaled: vehicle 0, proteasome-inhibitor control 100% | 200,000 compounds, 0.04% hits | activation, % at 10 µM;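 active = activation above the mean across all tested compounds plus 3 SD, cutoff set per campaign, cut at about 5.5% in these data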;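 note: 100% = MG132 at 30 µM as the positive control and 0% = DMSO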
# L major viab – Leishmania major promastigote growth inhibition | AID 1063 | Leishmania major promastigotes, resazurin fluorescence viability | inhibition, % at 10 µM | 200,000 compounds, 9% hits;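 note: promastigotes grown with compound for 44 hours at 28 °C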
# S1P3 antag – S1P3 (human) receptor antagonism; inhibition, % at 4.98 µM; AID 485; 170,000 compounds, 0.27% hits; CHO S1P3 NFAT-BLA reporter, FRET fluorescence, antagonist mode;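 active = inhibition above the plate cutoff, the mean inhibition of test wells on that plate plus 3 SD, cut at about 28% in these data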;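 note: cells challenged with S1P at its EC80 of 0.8 µM; blue over green emission ratio from cleaved BLA substrate after 4 h stimulation; 0% = S1P-stimulated wells and 100% = unstimulated DMSO-only wells; some compounds past the cut are filed as inactive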
# Diaphorase act – diaphorase activation or chemical reduction counter-screen | Diaphorase/resazurin coupled assay, resorufin fluorescence, 16 min; active compounds read high; 1 = vehicle wells, 0 = NADH-free wells | 190,000 compounds, 0.005% hits | activation factor at 20 µM | AID 1229;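 active = diaphorase activity raised at least twofold by the compound at 20 µM; inactive = activation factor below 2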
#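 test system = bacterial diaphorase enzyme (C. kluyveri) | quantity = enzyme 0.07 U/mL final | reagent = NADH substrate 0.114 mM plus resazurin dye 0.1 mM, final | incubation = 16 min enzyme reaction, ambient temperature | buffer or medium = HEPES pH 7.4 buffer with MgCl2 and Tween 20 | signal = fluorescence of resorufin, 544 nm excitation, 590 nm emission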
# Diaphorase inh – counter-screen for diaphorase-based assays: diaphorase inhibitors and chemical oxidizers; diaphorase resazurin-to-resorufin fluorescence, NADH, 16 min; bacterial (C. kluyveri) enzyme, not human; inhibition, % at 20 µM; 190,000 compounds, 0.69% hits; AID 1217;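 active = primary screen inhibition at 20 µM above a set limit, cut at about 50% in these data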;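 note: plate controls were DMSO with full reaction for no effect and wells lacking NADH for full effect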
#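 Test system: Clostridium kluyveri diaphorase enzyme / Quantity: diaphorase at 0.14 U/mL in enzyme working solution / Incubation: 16-min room-temperature incubation before reading / Benchmarks: NADH-free wells as positive control, DMSO-only neutral wells / Signal: resorufin fluorescence 544/590 nm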
# DTT redox prof – compounds producing H2O2 with reducing agent – biochemical, NIH compound library profiling, artefact control for MLSCN library redox annotation, primary screen; DTT-dependent redox cycling H2O2, phenol red/HRP absorbance; 100% = 100 µM peroxide control, 0% = buffer; activation, % at 10 µM; 200,000 compounds, 0.03% hits; AID 878;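 active = activation of at least 50% relative to the plate's high and low controls in the primary single-dose screen; inactive = activation below 50%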;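 note: compound incubated with DTT at 0.8 mM final as the reducing agent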
# PMI act – increases human mannose-6-phosphate isomerase activity. purified human PMI, coupled resazurin fluorescence, 20 min; active compounds read high; 1 = vehicle control, 0 substrate-free wells. AID 1214. activation factor at 20 µM. 190,000 compounds, 0.005% hits. P34949;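 active = activation factor of 2 or more at 20 µM, relative to plate controls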
# TLR4-MyD88 BLA – TLR4-MyD88 interaction inhibition in cells. O00206+Q99836. HeLa CL3-4 TLR4/MyD88 BLA complementation, FRET ratio. inhibition, % at 8.4 µM. 200,000 compounds, 0.18% hits. AID 861; in the data active = inhibition above about 25%;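 note: 0% = vehicle and 100% = reference inhibitor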
# Target sequence (O00206 whole entry, looked up): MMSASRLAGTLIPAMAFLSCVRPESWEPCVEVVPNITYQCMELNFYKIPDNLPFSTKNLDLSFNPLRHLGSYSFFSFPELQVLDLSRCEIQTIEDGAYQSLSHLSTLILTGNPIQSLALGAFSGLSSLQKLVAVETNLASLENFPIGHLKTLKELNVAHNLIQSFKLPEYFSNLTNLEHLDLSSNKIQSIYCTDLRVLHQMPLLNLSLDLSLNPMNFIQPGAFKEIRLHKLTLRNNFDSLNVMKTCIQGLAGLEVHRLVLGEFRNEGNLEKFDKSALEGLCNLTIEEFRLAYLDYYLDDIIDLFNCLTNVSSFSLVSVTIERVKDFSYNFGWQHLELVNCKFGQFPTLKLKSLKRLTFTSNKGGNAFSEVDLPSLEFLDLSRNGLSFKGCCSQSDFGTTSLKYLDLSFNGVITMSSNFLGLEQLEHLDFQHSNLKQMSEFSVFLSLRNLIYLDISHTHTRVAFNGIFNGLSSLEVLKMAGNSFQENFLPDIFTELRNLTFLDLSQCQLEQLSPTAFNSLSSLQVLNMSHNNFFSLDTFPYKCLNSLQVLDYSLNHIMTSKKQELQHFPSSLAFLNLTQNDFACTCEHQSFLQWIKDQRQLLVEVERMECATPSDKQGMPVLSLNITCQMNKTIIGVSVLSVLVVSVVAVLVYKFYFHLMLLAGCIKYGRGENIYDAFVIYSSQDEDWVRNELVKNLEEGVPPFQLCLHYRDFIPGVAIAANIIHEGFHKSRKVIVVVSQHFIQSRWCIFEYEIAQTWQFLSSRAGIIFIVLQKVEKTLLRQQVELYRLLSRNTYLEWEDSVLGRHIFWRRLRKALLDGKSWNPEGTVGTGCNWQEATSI
# Target sequence (Q99836 whole entry, looked up): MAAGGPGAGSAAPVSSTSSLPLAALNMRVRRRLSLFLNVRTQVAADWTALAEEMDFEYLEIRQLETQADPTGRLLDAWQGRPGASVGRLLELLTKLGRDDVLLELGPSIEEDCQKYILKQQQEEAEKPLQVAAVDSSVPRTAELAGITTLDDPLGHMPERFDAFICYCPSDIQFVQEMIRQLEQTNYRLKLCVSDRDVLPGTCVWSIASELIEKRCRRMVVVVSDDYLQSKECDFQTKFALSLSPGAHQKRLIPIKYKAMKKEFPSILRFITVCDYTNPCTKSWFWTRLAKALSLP
# Active calls of the source: *; · = not tested or not shown. Cut-off read from the data, not from the text of the source, unless noted: active = inhibition above about 50%; inactive = the rest.
SMILES,PMI act hi M6P,RAM inhibit,G6PDH counter,Hsp70 act,L major viab,S1P3 antag,Diaphorase act,Diaphorase inh,DTT redox prof,PMI act,TLR4-MyD88 BLA
COc1cc(-c2nc3ccc(C)cn3c2Nc2ccc3c(c2)OCCO3)ccc1O,0.8,0.5,-4,-0.2,34,-5,0.7,25,-0.6,0.9,-4
COc1ccc(CC(=O)n2c(CC#N)nc3ccccc32)cc1OC,0.8,2.3,22,0.0,-4,·,0.8,17,-0.3,0.9,-12
COC(=O)c1sccc1-c1ccc(C(=O)Nc2cccc(Cl)c2)o1,0.9,9.8*,8,0.1,-1,·,0.8,16,-3.1,0.9,-4
CCN(CC(=O)NC(C)C)Cc1nc2sc3c(c2c(=O)[nH]1)CCC3,1.2,0.4,10,-0.2,2,·,1,0,0.3,1.1,9
CCOC(=O)N1CCN(S(=O)(=O)c2c(C)nn(C)c2C)CC1,1.1,0.9,3,0.6,-4,-18,1,-4,1.8,1.1,-2
c1ccc(COc2ccc(OCCCN3CCCCC3)cc2)cc1,1,0.4,4,-0.2,100*,·,0.9,5,0.1,1,-2
NS(=O)(=O)c1ccc(N/N=C/c2ccc3c(c2)OCO3)c([N+](=O)[O-])c1,0.9,1.9,2,-0.1,1,-5,0.8,18,-0.5,0.9,-4
COCCn1c(SCc2cc(=O)n3cc(C)ccc3n2)nc2ccccc2c1=O,1.1,2.5,2,-0.2,-1,-7,1,1,0.0,1.1,-2
COC(=O)[C@@]1(Cc2ccc(OC)cc2)[C@@H]2C(=CC(=O)[C@H]2CC(=O)C(=O)N(C)C)CN1C(=O)c1ccccc1,0.8,3.6,13,1.4,100*,7,0.7,25,0.8,1,4
Cc1nc(SCC(=O)Nc2ccc(N3CCOCC3)cc2)nc(C)c1C,0.9,-0.8,4,-0.1,8,·,1,-4,0.6,1,6

# Entries above with a carbonyl joined to an NH by a bond outside any ring (3):
SMILES,PMI act hi M6P,RAM inhibit,G6PDH counter,Hsp70 act,L major viab,S1P3 antag,Diaphorase act,Diaphorase inh,DTT redox prof,PMI act,TLR4-MyD88 BLA
COC(=O)c1sccc1-c1ccc(C(=O)Nc2cccc(Cl)c2)o1,0.9,9.8*,8,0.1,-1,·,0.8,16,-3.1,0.9,-4
CCN(CC(=O)NC(C)C)Cc1nc2sc3c(c2c(=O)[nH]1)CCC3,1.2,0.4,10,-0.2,2,·,1,0,0.3,1.1,9
Cc1nc(SCC(=O)Nc2ccc(N3CCOCC3)cc2)nc(C)c1C,0.9,-0.8,4,-0.1,8,·,1,-4,0.6,1,6

# The list continues:
SMILES,PMI act hi M6P,RAM inhibit,G6PDH counter,Hsp70 act,L major viab,S1P3 antag,Diaphorase act,Diaphorase inh,DTT redox prof,PMI act,TLR4-MyD88 BLA
CCn1c(SCCC(=O)O)nnc1-c1cccnc1,1,1.3,8,-0.3,-5,-22,0.9,12,-0.1,1.1,-7
Cc1ccc(-c2c(C)c(-c3ccc(F)cc3)nc(N)c2C#N)o1,1,4.6,8,0.1,8,14,1,-1,3.4,1.1,2
COCCNC(=O)C1CCCN(c2nn3c(=O)cc(C)nc3s2)C1 (stereo unspecified),0.9,2.0,0,-0.3,-4,1,0.9,7,-1.1,1,-7
NNC(=O)CSc1nc(-c2ccccc2)nc2c1CCCC2,0.9,0.5,12,-0.2,-11,-9,0.9,12,-2.7,0.9,-2
Cc1nn(-c2ccccc2)c(C)c1/C=N/NC(=O)c1cc(-c2ccc(Cl)s2)[nH]n1,0.9,2.8,-2,0.4,45,·,0.7,28,-3.4,0.8,7
O=C(/C=C\c1ccco1)Nc1nc(-c2ccc3ccccc3c2)cs1,0.8,1.0,-32,-0.5,3,-8,0.8,22,0.5,0.7,9
CCn1c(-c2cccc(Cl)c2)n[nH]c1=S,1,-1.5,0,-0.5,-4,2,0.8,18,1.5,0.9,1
CCCCCOc1ccc(/C=C/C(=O)NCCc2nc3ccccc3[nH]2)cc1OC,1,-0.2,-2,-0.3,1,-9,1,0,-0.2,0.9,2
CC(=O)Oc1ccc2c(c1)c(C(C)=O)c(C)n2C,1,0.3,-7,-0.2,2,3,1,-5,3.1,1,2
N#CCC(CNc1ncc(C(F)(F)F)cc1Cl)OC(=O)c1ccc(Cl)cc1 (stereo unspecified),0.9,7.6,2,-0.5,-4,·,0.8,22,2.4,0.9,-3
Cc1ccc(OCC(O)CN2C(=O)NC(C)(C)C2=O)cc1 (stereo unspecified),0.9,-0.2,0,-0.4,-8,·,0.8,15,0.9,1,-5
Cc1ccc(Cn2ccc(NC(=O)c3cc4nc5c(c(C(F)(F)F)n4n3)CCc3ccccc3-5)n2)cc1,1,3.1,-2,-0.2,-3,·,1,2,3.0,0.9,10
CC(=O)OCC1=C(C(=O)O)N2C(=O)C(NC(=O)c3ccc(COc4c(C)cccc4Cl)o3)C2SC1 (stereo unspecified),1.1,1.5,4,0.1,-9,4,0.8,15,-1.4,1.1,-1
COc1ccc(-c2c3c(=O)n(C)c(=O)n(C)c3cn2Cc2ccccn2)cc1,1.6,1.5,2,-0.1,-6,-9,0.7,26,-0.5,1.4,-14
CCC(=O)Nc1ccc2oc(-c3ccccc3Br)nc2c1,1.1,1.9,-1,0.5,17,-13,1.1,-13,0.1,1.1,1
CC1CCCCN1Cc1nc2c(c(=O)n(C)c(=O)n2C)n1Cc1c(F)cccc1Cl (stereo unspecified),1,2.7,0,-0.4,24,-30,0.7,32,-0.1,0.9,-11
CC(=O)c1c(C(C)=O)c(C)n(-c2ccc(C(=O)O)cc2)c1C,1.1,0.2,1,0.0,-5,9,0.9,11,0.5,1.1,9
c1ccc(Cn2c(NCc3ccccn3)nc3ccccc32)cc1,0.9,0.6,10,0.0,20,8,1,4,-1.8,1,4
O=C(NCc1ccc(N2CCCC2=O)cc1)c1cnccn1,0.9,2.0,3,0.0,-5,·,0.9,11,0.0,0.9,-10
CSc1nc(Oc2ccc3ccccc3c2)c2sccc2n1,0.9,8.4,-20,-0.1,4,·,0.9,12,1.1,0.9,-7
Cc1cccc(N2CCN(C(=O)c3cc4c(=O)n(C)c5ccccc5c4n3C)CC2)c1C,0.8,1.9,0,-0.2,23,-30,0.8,21,-3.0,0.9,-16
O=C(COC(=O)CCC(=O)c1ccc(Cl)cc1)NCCc1ccccc1,1,3.5,1,-0.2,-9,-1,0.8,16,-0.3,1.1,5
Cc1cc(=O)oc2c(CN3CCCCC3)c(O)c(Cl)cc12,0.9,-0.1,-6,-0.1,2,·,0.9,14,-1.2,0.9,-13
COc1ccc(CNC(=O)C/C(C)=N/NC(=O)c2cnccn2)cc1,1,0.1,8,0.0,-6,6,1,0,0.0,1,9
NNC(=O)c1cc(Cl)ccc1Cl,1,0.1,1,-0.3,-3,-15,1,2,-0.7,1,-4
O=C(CSc1cccc[n+]1[O-])c1ccccc1Br,0.9,-1.0,6,0.1,99*,-16,1,0,3.1,1,-9
CC[n+]1c(S(=O)(=O)[O-])ccc2ccc(C)cc21,1,0.6,1,0.1,-5,·,0.9,7,-4.3,1.1,19
Cc1ccccc1OCC(=O)Nc1ccc2oc(=O)ccc2c1,1,4.8,7,-0.2,-5,-2,1,2,-0.3,1,-10
COCCCNC(=O)c1ccccc1NS(C)(=O)=O,0.9,0.1,-1,-0.7,-4,-9,0.9,7,2.7,0.9,2
O=C(Nc1cccc(C(F)(F)F)c1)c1ccc(N2CCNCC2)c([N+](=O)[O-])c1,0.9,1.8,10,0.0,100*,5,1.1,-5,2.5,0.9,6
CC(C)[C@H]1CN=C2N(CCNC(=O)CCC3CCCCC3)[C@H](Cc3ccc(O)cc3)CN21,1,-1.0,15,0.2,2,9,0.9,8,2.2,0.3,-5
O=C(COC(=O)c1ccc2c(c1Cl)C(=O)c1ccccc1C2=O)NC1CC1,0.8,5.9,38,0.0,-4,1,0.8,25,-0.3,1.2,-11
COc1ccc(C(=O)CSc2nnc(COc3ccc(C#N)cc3)n2-c2ccccc2)cc1,1,3.5,-6,-0.3,-4,51,0.8,23,-2.6,0.9,-6
COc1ccc(NC(=O)C2CCN(S(=O)(=O)c3ccc(Br)s3)CC2)cc1OC,1,10*,1,-0.5,-2,5,0.9,6,1.1,1,0
CCOC(=O)c1c(C)[nH]c(C)c1C(=O)CSc1nc2ccccc2n1CCC#N,1,1.0,-5,-0.5,1,5,0.9,12,-0.4,0.9,-6
Brc1[nH]nc2ccccc12,1.1,0.0,15,-0.2,-3,·,0.9,6,1.0,1,-2
Cn1cccc1CNC(=O)Nc1ccc(Cl)cc1,0.9,1.9,-1,-0.3,2,3,0.8,15,2.5,0.9,-11
CCc1c(C(=O)NCc2ccccc2Cl)[nH]c(C)c1C(C)=O,0.9,3.2,-2,-0.5,8,-32,0.9,10,-0.6,1,13
CCCn1c(O)c(C=Nc2ccccc2)sc1=S,1,2.1,7,-0.1,-3,5,0.8,23,-0.6,1,7
O=C1/C(=C/c2cccs2)SC(=S)N1c1ccccc1,1,1.7,4,0.1,-8,·,0.9,6,-2.3,1.1,-8
Cc1ccc(C(c2nnnn2CC2CCCO2)N2CCN(C(=O)c3ccco3)CC2)cc1 (stereo unspecified),0.9,0.9,14,-0.2,28,20,1,5,-0.8,1,1
O=C(CCNC(=O)c1ccccc1)OCN1C(=O)c2ccccc2C1=O,1,-0.5,6,-0.2,-5,·,0.9,7,2.0,1,-8
O=C(Nc1ccc2c(c1)OCO2)c1ccc(Cl)nc1,0.9,3.4,10,-0.5,-3,·,0.8,16,0.0,0.9,16
COc1ccc(Cl)cc1S(=O)(=O)N1CCCC1=O,1,-0.5,10,-0.3,-4,1,0.9,12,-1.0,1,-5
Cn1cc(C=O)c2ccccc21,0.9,-0.1,19,-0.1,-1,-14,0.9,6,-0.9,0.9,-16
Cc1ccccc1S(=O)(=O)Nc1cccnc1,1.1,0.2,5,-0.3,2,·,1,1,0.4,1.1,17
Cc1[nH]c2ccccc2c1C(=O)C(C)OC(=O)c1ccc([N+](=O)[O-])o1 (stereo unspecified),0.7,0.9,9,0.2,99*,-16,1,0,-0.3,0.9,-1
Fc1ccc(-n2c(CN3CCCCC3)n[nH]c2=S)cc1,1,1.4,4,-0.2,-5,1,0.9,9,-0.4,1,2
